Source: PubChem BioAssay (National Center for Advancing Translational Sciences (NCATS))
Giardia FBPA inh: inhibitors of Giardia lamblia fructose-1,6-bisphosphate aldolase | Potency, µM (doses to about 59.6 µM), without a hit: at the highest dose activity, negative = inhibition, actives largely listed as inhibitors | actives 0.71% (n = 290,000) | purified Giardia FBPA | A8B2U2; also: potency is read from the fitted curve at half-maximal effect; nearly all actives have a fitted effect of over 55% in size
Target sequence (A8B2U2 whole entry, looked up): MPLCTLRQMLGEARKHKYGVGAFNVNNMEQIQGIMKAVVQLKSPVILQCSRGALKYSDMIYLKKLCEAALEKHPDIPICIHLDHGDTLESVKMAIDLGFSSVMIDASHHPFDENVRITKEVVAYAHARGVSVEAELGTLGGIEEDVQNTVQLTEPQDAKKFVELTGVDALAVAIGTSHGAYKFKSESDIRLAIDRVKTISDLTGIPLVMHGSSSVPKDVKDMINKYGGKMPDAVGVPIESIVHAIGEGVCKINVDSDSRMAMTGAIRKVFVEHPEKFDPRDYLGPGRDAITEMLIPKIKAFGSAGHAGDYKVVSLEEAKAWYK
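40 nM FBPA preincubated 10 min at RT with compound (up to 57.5 uM final), then substrate plus GAPDH/TPI/NAD/arsenate coupling and diaphorase/resazurin added. Fluorescence read after 20 min at RT, 525/598 nm.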
HCMV antiviral: blocks human cytomegalovirus replication. AID 1259415. HFF cells, HCMV-luciferase reporter, 72 h; stronger effect = lower value. activity change, negative = inhibition, % at 57.5 µM. actives 4.5% (n = 410,000); in the data active = activity change below about -60%; inconclusive = no clear call, values can overlap the other calls; inactive = above about -39%
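Inhibition of viral replication was scored as loss of reporter luminescence in HFFs infected with HCMV-luciferase (MOI 1 PFU/cell) for 72 h; compounds tested at 2 doses, normalized to buffer and Salinomycin controls.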
AMA1 RON2 block: disrupts binding of P. falciparum AMA1 to RON2 | AID 720542 | Potency, µM (highest dose often 58.2 µM), for inactives: at the top dose activity change, negative = inhibition, usual class: inhibitors | actives 0.2% (n = 360,000) | AlphaScreen AMA1-biotinylated RON2 peptide binding;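 also: potency is read from the fitted curve at half-maximal effect; 0% = vehicle wells and -100% = peptide control; nearly all actives have a fitted effect of over 45% in size; some results filed as inactive show a strong effect at the top dose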
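AMA1 (3D7) with his tag at 25 nM final met compounds first, then biotinylated RON2 peptide at 25 nM; detection used donor plus acceptor beads, 10 µg/mL apiece, read by AlphaScreen after 30 min at room temperature.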
Sm TGR inh: blocks Schistosoma mansoni thioredoxin glutathione reductase; purified TGR, DTNB reduction, TNB absorbance 405 nm; Potency, µM (top dose mostly 114 µM), without a hit: at the top dose activity change, negative = inhibition, usual class: inhibitors; actives 3% (n = 360,000); also: potency is read from the fitted curve at half-maximal effect; nearly all actives have a fitted effect of over 60% in size
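Kinetic colorimetric format: TGR-catalysed, NADPH-driven DTNB reduction monitored via TNB absorbance. Enzyme dispensed at 20 nM; compound exposure 15 min at room temperature before reaction start.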
AmpC detergent: blocks E. coli AmpC beta-lactamase in detergent assay. AmpC hydrolysis of nitrocefin, absorbance 480 nm, 0.01% Triton. Potency, µM (series often up to 114 µM), for the others: at the top dose activity change, negative = inhibition, usual class: inhibitors. actives 0.041% (n = 370,000). AID 485294;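 also: potency is read from the fitted curve at half-maximal effect; 0% = no-compound wells and -100% = no-enzyme wells; nearly all actives have a fitted effect of over 25% in size; some results filed as inactive show a strong effect at the top dose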
Target sequence (P00811 whole entry, looked up): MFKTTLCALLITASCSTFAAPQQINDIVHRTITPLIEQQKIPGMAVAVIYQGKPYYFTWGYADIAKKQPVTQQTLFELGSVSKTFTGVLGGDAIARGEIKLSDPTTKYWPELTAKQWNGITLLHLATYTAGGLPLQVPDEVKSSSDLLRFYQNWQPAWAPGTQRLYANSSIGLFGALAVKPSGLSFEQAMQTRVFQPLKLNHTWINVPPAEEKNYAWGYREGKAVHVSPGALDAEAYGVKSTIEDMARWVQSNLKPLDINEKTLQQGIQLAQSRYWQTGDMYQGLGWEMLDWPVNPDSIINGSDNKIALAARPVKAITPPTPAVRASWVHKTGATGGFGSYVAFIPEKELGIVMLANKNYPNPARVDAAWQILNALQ
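20 mM phosphate pH 7.0 + 0.01% (detergent screen) or 0.0001% Triton X-100; 5.3 nM AmpC reagent; cpd preinc 15 min RT; nitrocefin (800 uM stock) to start; A480 q20 s × 4 min; Activity was normalised to no-enzyme and no-compound control wells.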
HCV inh: blocks hepatitis C virus; actives 3.4% (n = 340,000); Huh7.5.1 HCVcc-Cre infection, luciferase reporter, 44 h; AID 651820; Potency, µM (titrated, usually from 41.8 µM), inactives show top-dose activity change, negative = inhibition, most hits filed as inhibitors; also: potency is read from the fitted curve at half-maximal effect
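Compounds are dispensed onto cells plated 4 h earlier at 1,000 per well, with HCVcc-Cre virus (about 0.5 moi) added next. Following 44 h of culture, luminescent signal is measured for 15 sec after 15 min with substrate at room temperature.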
The depositor's hits bear a star; ? = inconclusive; . = no result given; [ ] = dose if it differs, or a comment. Unless noted, calls follow the shape of the dose curve; as a rule, active = well fitted curve in the direction sought with a large enough effect; inconclusive = small, poorly fitted or top-dose-only effect, or another doubt; inactive = no such curve, though single readings can be large; an effect the other way counts as inactive or inconclusive. Unless noted, % is scaled to controls: 0 for no effect and ±100 for the full control effect.

Sample of the layout:
SMILES	Giardia FBPA inh	HCMV antiviral	AMA1 RON2 block	Sm TGR inh	AmpC detergent	HCV inh
c1ccc(-c2ccc(C3=Nn4c(nnc4-c4cc(-c5ccccc5)n[nH]4)SC3)cc2)cc1	0%	20	-7%	4%	-11%	?
O=c1c(C=Nc2ccc(Cl)cc2)c[nH]n1-c1cccc(Cl)n1	-4%	-12	0%	0%	-3%	9%

The list itself, from the start:
SMILES	Giardia FBPA inh	HCMV antiviral	AMA1 RON2 block	Sm TGR inh	AmpC detergent	HCV inh
c1ccc(-c2ccc(C3=Nn4c(nnc4-c4cc(-c5ccccc5)n[nH]4)SC3)cc2)cc1	0%	20	-7%	4%	-11%	?
O=c1c(C=Nc2ccc(Cl)cc2)c[nH]n1-c1cccc(Cl)n1	-4%	-12	0%	0%	-3%	9%
CC(C)C(=O)NC(=S)Nc1sc2c(c1C(N)=O)CCCC2	-8%	-21	26%	-6%	?	-3%
N#Cc1c(-c2ccccc2)c(-c2ccccc2)n(Cc2ccco2)c1NC(=O)c1cccs1	3%	-28	-17%	6%	3%	2.8µM*
[S-]C(=Nc1ccc(Cl)cc1)N[n+]1ccccc1	4%	-21	-10%	-6%	-6%	9%
Nn1c(-c2cccc(O)c2)nnc1-c1cccc(O)c1	.	38	9%	.	.	24%
COc1ccc(-c2ccc(CCC(=O)O)n2NC(=O)c2ccc(C(C)(C)C)cc2)cc1	3%	-34	2%	?	1%	-1%
O=C(NNC(=O)c1cc(-c2ccccc2)nn1-c1ccccc1)c1ccccc1	-4%	-20	30%[11.6 µM]	4%	-7%	14%
COc1ccccc1N1CCN(c2ncnc3nc[nH]c23)CC1	3%	-6	-2%	-1%	-6%	10%
COc1ccc(NC(=O)CN2CC(c3ccccc3)CC2=O)cc1OC (stereo not given)	-5%	-5	9%	5%	0%	10%
COC(=O)c1ccc2c(=O)n(Cc3ccc(C(=O)NC(C)C)cc3)c(=S)[nH]c2c1	3%	-25	39%[activator]	2%	1%	7.9µM*
O=C(CN1C(=O)CCOc2ccccc21)Nc1cccc(S(=O)(=O)N2CCOCC2)c1	.	8	4%	0%	?	-21%
COc1cc([N+](=O)[O-])cc2sc(NC(=O)C3CC3)nc12	-7%	21	-5%	7%	-4%	-25%
O=C(CCSc1nnc2ccccn12)Nc1ccc2c(c1)OCO2	0%	13	-12%	3%	-6%	1%
COc1cc(/C=N/Nc2ccccc2)ccc1OC(=O)c1cccs1	-9%	43	12%	-26%	?	6%
Cc1cccc(C(=O)NNC(=O)C23CC4CC(CC(C4)C2)C3)c1O	-30%	15	37%[activator]	1%	?	-2%
O=C(N/N=C/c1ccco1)c1ccncc1	-14%	25	12%	-1%	3%	14%
Cc1cc(C(=O)NNC(=O)c2cccs2)nn1C(C)(C)C	.	8	2%	-22%	-3%	10%
COc1ccc(NC(=O)c2ccco2)cc1NC(=O)c1c(F)c(F)c(OC)c(F)c1F	1%	-16	7%	-1%	4%	?
CC1CCN(CCCNC(=O)c2coc3nc4ccccc4nc23)CC1	-25%	-3	11%	-12%	-5%	27%

Taken from the listing (14 entries):
SMILES	Giardia FBPA inh	HCMV antiviral	AMA1 RON2 block	Sm TGR inh	AmpC detergent	HCV inh
c1ccc(-c2ccc(C3=Nn4c(nnc4-c4cc(-c5ccccc5)n[nH]4)SC3)cc2)cc1	0%	20	-7%	4%	-11%	?
O=c1c(C=Nc2ccc(Cl)cc2)c[nH]n1-c1cccc(Cl)n1	-4%	-12	0%	0%	-3%	9%
CC(C)C(=O)NC(=S)Nc1sc2c(c1C(N)=O)CCCC2	-8%	-21	26%	-6%	?	-3%
N#Cc1c(-c2ccccc2)c(-c2ccccc2)n(Cc2ccco2)c1NC(=O)c1cccs1	3%	-28	-17%	6%	3%	2.8µM*
[S-]C(=Nc1ccc(Cl)cc1)N[n+]1ccccc1	4%	-21	-10%	-6%	-6%	9%
Nn1c(-c2cccc(O)c2)nnc1-c1cccc(O)c1	.	38	9%	.	.	24%
COc1ccc(-c2ccc(CCC(=O)O)n2NC(=O)c2ccc(C(C)(C)C)cc2)cc1	3%	-34	2%	?	1%	-1%
O=C(NNC(=O)c1cc(-c2ccccc2)nn1-c1ccccc1)c1ccccc1	-4%	-20	30%[11.6 µM]	4%	-7%	14%
COc1ccccc1N1CCN(c2ncnc3nc[nH]c23)CC1	3%	-6	-2%	-1%	-6%	10%
COc1ccc(NC(=O)CN2CC(c3ccccc3)CC2=O)cc1OC (stereo not given)	-5%	-5	9%	5%	0%	10%
COC(=O)c1ccc2c(=O)n(Cc3ccc(C(=O)NC(C)C)cc3)c(=S)[nH]c2c1	3%	-25	39%[activator]	2%	1%	7.9µM*
O=C(CN1C(=O)CCOc2ccccc21)Nc1cccc(S(=O)(=O)N2CCOCC2)c1	.	8	4%	0%	?	-21%
COc1cc([N+](=O)[O-])cc2sc(NC(=O)C3CC3)nc12	-7%	21	-5%	7%	-4%	-25%
O=C(CCSc1nnc2ccccn12)Nc1ccc2c(c1)OCO2	0%	13	-12%	3%	-6%	1%

(cont.)
SMILES	Giardia FBPA inh	HCMV antiviral	AMA1 RON2 block	Sm TGR inh	AmpC detergent	HCV inh
O=C(CCCCCn1c(=S)[nH]c2cc3c(cc2c1=O)OCO3)N1CCN(Cc2ccccc2)CC1	8%	-25	73%[activator]	-7%	2%	?
CCCNC(=O)c1cc2cc([N+](=O)[O-])ccc2s1	1%	?	-6%	8%	2%	?
O=C(C[C@@H]1C/C=C\C[C@H](NC(=O)OCC2c3ccccc3-c3ccccc32)C(=O)OC[C@@H]2CCCN2C1=O)NCCO	.	?	22%	.	.	3%
O=C(CSC1=NC(=O)C(c2ccccc2)C(=O)N1)Nc1ccccc1Cl (stereo not given)	5%	.	-3%	-1%	0%	11%
COc1ccc(/C=C2\N=C(c3ccccc3)N(c3ccc(C(=O)O)cc3)C2=O)cc1OC	5%	-25	5%	3%	6%	19%
CC(C)N1CSC(=S)N(Cc2ccccc2)C1	?	-7	-16%	28µM*	-12%	20%
CN1CCC(NC(=O)CCc2ccccc2)CC1	-7%	-7	-3%	-19%	-5%	6%
Cc1ccc(N2CC(NC(=O)c3ccccc3C(F)(F)F)CC2=O)cc1C (stereo not given)	.	44	.	7%	-2%	.
Cc1ccc(/C=C/c2ccc(N(C)C)cc2)[n+](C)c1	10%	-98*	-9%	-22%	2%	3.2µM*
S=C(Nc1ccc2nsnc2c1)NC1CCCCC1	1.8µM*	-62*	47%[activator]	?	-6%	-3%
O=C(NC1CCCCC1)[C@@H]1CSC2c3ccccc3C(=O)N21 (stereo not given in full)	-5%	-17	0%	3%	-7%	16%
O=C(CSc1nnc(NC(=O)c2cccc(Cl)c2)s1)NCC1CCCO1 (stereo not given)	.	3	7%	-22%	5%	-7%
O=C(NCCCNC(=O)c1cc(Cl)ccc1Cl)c1ccco1	2%	-29	0%	?	-11%	1%
CC(C1CC1)N(Cc1ccccc1)C(=O)NC(=O)c1ccccc1 (stereo not given)	-1%	29	-2%	-7%	-3%	-4%
CC(=O)N1CCN(C(=O)CCNS(=O)(=O)c2ccccc2)CC1	.	-7	4%	-1%	4%	-5%
CCN(CC)/C(Sc1ccccc1)=C(/C(Cl)=C(Cl)Cl)[N+](=O)[O-]	-16%	?	-4%	56µM*	-1%	-10%
Cc1cc(/C=C2/NC(=O)N(c3ccccc3)C2=O)c(C)n1C(C)C	-10%	?	-26%	-10%	-11%	-18%
COc1ccccc1OCCCCCCN1CCOCC1	?	-84*	-29%	2%	1%	31%[activator]
Cc1ccc(C)c(OCC(O)CN2CCc3ccccc3C2)c1C (stereo not given)	2%	22	-6%	-9%	-6%	?
COc1ccc(CC(=O)Nc2cc(-c3cn4cccnc4n3)ccc2OC)cc1	.	-11	.	-2%	3%	.
Cc1cc(C)c2oc(-c3cc(NC(=O)Cc4ccccc4)ccc3Cl)nc2c1	.	-21	.	1%	1%	.
CC(OC(=O)CCN=C1NS(=O)(=O)c2ccccc21)C(=O)Nc1ccc(N(C)C)cc1 (stereo not given)	.	-22	-4%	2%	-5%	?
Cc1cc(C(=O)CSc2nc(N)cc(N)n2)c(C)n1CC1CCCO1 (stereo not given)	.	-25	1%	.	.	-24%
C#CCOC(=O)CCC(=O)Nc1cc(OC)nc(OC)n1	13%	.	.	-22%	?	.
COc1ccc(S(=O)(=O)N2CCN(Cc3ccco3)CC2)cc1	?	6	-13%	16%	-2%	23%
Fc1ccc(COc2ccc(/C=N/n3cnnc3)cc2)cc1	-4%	44	1%	-11%	?	-8%
O=C1CCCN1c1ccc(S(=O)(=O)Nc2cccnc2)cc1	11%	-14	0%	0%	1%	-16%
Cc1cc(NC(=O)COc2ccccc2C)no1	1%	-38	11%	19%	-7%	20%
COc1ccc(-n2cnc3cc(C(=O)N4CCOCC4)ccc32)cc1	-1%	19	-8%	-9%	-1%	15%
OC(c1ccccc1)(c1ccc(Cl)cc1)C1CN2CCC1CC2 (stereo not given)	1%	39	-21%	0%	-4%	2.8µM*
COCC(=O)N1CCC(n2nccc2NC(=O)c2ccccc2OC)CC1	.	6	8%	0%	13%	-1%
CC1CN(S(=O)(=O)c2ccc(C(=O)Nc3ccc(S(=O)(=O)N4CCOCC4)cc3)cc2)CC(C)O1 (stereo not given)	.	-33	-7%	-20%	-2%	?
Fc1cccc(CN2CCCCCCC2)c1	-19%	6	-15%	?	-15%	14%
CN(C)CCN1C(=O)NC(C)(c2ccc([N+](=O)[O-])cc2)C1=O (stereo not given)	1%	-37	-7%	2%	-2%	18%
O=C(NCCC1=CCCCC1)C1CCN(C(=O)N2CCOc3ccccc32)CC1	.	14	.	0%	-6%	.
Cc1ccc(C)c(N(CC(=O)NC2CCCC2)C(=O)c2cc3cc4cccc(C)c4nc3s2)c1	0%	30	2%	-24%	-11%	-29%
CCCCN(CC)CCCNC(=O)C1CCN(c2ncnc3c2sc2cccc(F)c23)CC1	-5%	-27	3%	-19%	3%	?
CC(=O)Nc1ccc(S(=O)(=O)N(C)CC(=O)N/N=C/c2cccc(O)c2)cc1	9%	-21	9%	0%	4%	3%
CCOC(=O)N1CCc2c(sc3c2c(=O)n(Cc2ccccc2)c(=O)n3Cc2c(F)cccc2Cl)C1	.	-68*	.	2%	10%	.

The order is random, and some 9.3% of all compounds hit somewhere here.
